Screens from PubChem BioAssay.
TMEM16A act = mouse TMEM16A channel activation, primary screen; actives 0.3% (n = 340,000); HEK293 TMEM16A/YFP-H148Q/I152L, iodide quench fluorescence; stronger effect = lower value; Q8BHY3; B-score at 10 µM;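 active means fluorescence-ratio B-score plate-corrected deviation score at least 3 library SD below zero, with starting fluorescence score within 5 deviations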;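 further: channel opened by trigger with iodide after compound preincubation; score built on the fluorescence ratio of max minus min over baseline; more negative score means more quench and so TMEM16A activation or potentiation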
Target sequence (Q8BHY3 whole entry, looked up): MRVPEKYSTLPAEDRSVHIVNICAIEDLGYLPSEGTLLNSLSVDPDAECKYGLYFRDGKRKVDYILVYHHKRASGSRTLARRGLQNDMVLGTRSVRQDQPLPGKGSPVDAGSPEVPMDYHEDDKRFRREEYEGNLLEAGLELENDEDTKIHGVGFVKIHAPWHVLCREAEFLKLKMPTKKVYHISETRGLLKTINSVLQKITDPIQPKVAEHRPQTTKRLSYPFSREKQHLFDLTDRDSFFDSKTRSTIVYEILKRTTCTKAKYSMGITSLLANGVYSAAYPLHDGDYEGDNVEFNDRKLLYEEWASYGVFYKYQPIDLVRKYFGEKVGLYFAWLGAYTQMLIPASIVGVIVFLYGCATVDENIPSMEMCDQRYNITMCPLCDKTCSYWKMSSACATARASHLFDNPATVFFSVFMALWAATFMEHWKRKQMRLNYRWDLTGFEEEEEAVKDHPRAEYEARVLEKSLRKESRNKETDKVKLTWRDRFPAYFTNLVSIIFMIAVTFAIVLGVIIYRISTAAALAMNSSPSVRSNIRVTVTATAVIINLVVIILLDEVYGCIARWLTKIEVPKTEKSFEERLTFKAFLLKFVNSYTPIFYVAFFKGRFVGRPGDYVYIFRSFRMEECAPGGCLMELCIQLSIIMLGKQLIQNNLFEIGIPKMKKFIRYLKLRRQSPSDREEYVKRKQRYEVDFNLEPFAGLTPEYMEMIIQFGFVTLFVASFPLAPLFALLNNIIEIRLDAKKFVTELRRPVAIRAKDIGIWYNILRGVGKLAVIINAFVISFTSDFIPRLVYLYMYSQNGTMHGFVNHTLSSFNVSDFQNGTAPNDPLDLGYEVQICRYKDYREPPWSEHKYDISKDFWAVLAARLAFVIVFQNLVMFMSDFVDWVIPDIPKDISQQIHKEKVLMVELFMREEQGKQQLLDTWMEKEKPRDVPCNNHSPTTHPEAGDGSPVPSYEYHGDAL
ANO1 block = inhibitors of mouse TMEM16A calcium-activated chloride channel | Q8BHY3 | AID 588511 | normalized B-score (activity score, 25-100; higher = stronger inhibition) at 10 µM | HEK293 TMEM16A/YFP iodide influx fluorescence, ionomycin | actives 1.2% (n = 310,000);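 active means ratio plate-corrected score three or more library SD toward inhibition, starting fluorescence score within five deviations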;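 further: score derived from kinetic fluorescence span divided by baseline fluorescence per well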
MrgX1 agonist = activates human MrgX1 receptor signaling; Q96LB2; MrgX1-HEK293 cells, Fluo-4 calcium fluorescence, agonist mode; stronger effect = higher value; B-score at 10 µM; actives 0.44% (n = 310,000); AID 588627;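 active means calcium response B-score plate-corrected fluorescence ratio at least 3 library SD, with starting fluorescence B-score inside 5 SD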
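System: HEK293 cells stably expressing human MrgX1 receptor; Dosing: test compound in the initial addition of three; Schedule: overnight plating, then 30 min 37 °C plus 30 min room-temperature dye loading; Detection: kinetic calcium dye fluorescence, Fluo-4 NW; Controls: per-plate positive and negative controls for Z′ factor.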
TRPC6 act = mouse TRPC6 channel activation; Q61143; HEK293-TRPC6 membrane potential dye fluorescence; stronger effect = higher value; B-score at 10 µM; actives 0.13% (n = 310,000); AID 2550;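 active means B-score of the integrated fluorescence ratio above library mean plus 3 SD, and starting fluorescence ratio within library mean plus 5 SD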;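 further: higher score means more depolarization so channel activation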
RGS4 inh = inhibitors of human RGS4; B-score at 10 µM; HEK293 M3R/RGS4 inducible, Fluo-4 calcium flux; stronger effect = higher value; triggered by carbachol at its EC20; AID 463165; actives 0.45% (n = 310,000); P49798;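 active means B-score, a plate-corrected calcium signal, over three deviations above library mean, with baseline fluorescence within five deviations of library mean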;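 further: RGS4 expression induced by doxycycline in cells with stable M3 receptor; B-score is computed from the integrated fluorescence ratio over baseline after carbachol; higher B-score means a larger calcium signal and so more RGS4 inhibition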
TRPC6 inhibitor = blocks the mouse TRPC6 cation channel; actives 1.1% (n = 310,000); AID 2553; HEK293-TRPC6, membrane potential dye, ACh-evoked depolarization; stronger effect = lower value; B-score at 10 µM; Q61143;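 active means B-score under library mean minus 3 SD, initial fluorescence not abnormally high, positive integrated signal ratio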;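 further: B-score derived from integrated fluorescence ratio over the kinetic read; more negative B-score means stronger inhibition of depolarization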
SKKanGAS inh = inhibitors of SKKanGAS S. pyogenes growth in kanamycin (SK-promoter or general growth effect). actives 1.3% (n = 300,000). inhibition, % at 7.5 µM. BacTiter-Glo, 6 h;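 active means mean replicate score, as percent of positive control median, at least 50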;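 further: strain carries kanamycin resistance gene driven by streptokinase promoter and grows in 40 µg/ml kanamycin; loss of luminescence reflects streptokinase promoter inhibition or plain growth inhibition; 0% = median of DMSO wells and 100% = positive control at its reference dose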
MrgX1 PAM = allosterically activates human MrgX1 receptor signaling; B-score at 10 µM; Q96LB2; MrgX1-HEK293, Fluo-4 calcium flux, FDSS; stronger effect = higher value; AID 588675; actives 0.63% (n = 310,000);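 active means plate-corrected calcium response at least 3 library SD above typical, normal starting fluorescence, not activating the receptor alone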;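 further: compound read alongside a low EC10 to EC30 dose of BAM8-22 agonist; peak minus trough fluorescence over baseline measured at the second addition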
RGS4 act = RGS4 potentiation or activation; HEK293 M3R/inducible RGS4, carbachol calcium flux Fluo4; stronger effect = lower value; B-score at 10 µM; actives 0.92% (n = 310,000);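 active means B-score of the integrated calcium signal more than 4 SD below the library mean, with starting fluorescence not abnormally high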;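 further: negative B-score means reduced calcium response which marks RGS4 activation or potentiation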
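test system = HEK293 cells with stable M3R and inducible RGS4 | schedule = recording 10 s baseline at 1 Hz, 100 s post-agonist | technique = Fluo4-AM (2 µM) calcium-flux fluorescence, kinetic read | measure = Agonist-evoked peak-minus-minimum fluorescence over baseline, integrated ratio, B score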
HDAC3 inh = human HDAC3 inhibition | recombinant HDAC3, fluorogenic peptide/trypsin coupled, fluorescence | inhibition, % at 8.3 µM | actives 0.15% (n = 320,000); in the data active means inhibition above about 26%, passing the limit was not always enough
MrgX1 antag = antagonists of human MrgX1 receptor. Q96LB2. MRGX1-HEK293 calcium flux, Fluo-4, BAM8-22 antagonism; stronger effect = lower value. B-score at 10 µM. actives 1.3% (n = 310,000). AID 588676;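 active means calcium-response B-score plate-corrected more than 3 library SD below zero, starting fluorescence within 5 deviations, no agonist response on first addition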;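 further: peak minus trough fluorescence over baseline after final BAM8-22 challenge near maximal dose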
An asterisk follows results filed as active; i = inactive; nt = no result given.

SMILES	TMEM16A act	ANO1 block	MrgX1 agonist	TRPC6 act	RGS4 inh	TRPC6 inhibitor	SKKanGAS inh	MrgX1 PAM	RGS4 act	HDAC3 inh	MrgX1 antag
NS(=O)(=O)c1cc(C(=O)NC2CCSc3ccccc32)ccc1Cl (centres undefined)	i	i	62*	13*	i	i	23	i	i	-1	i
O=C(C1=C[C@H](c2ccc(C(F)(F)F)cc2)C[C@H](OCc2ccc(CO)cc2)O1)N1CCN(Cc2ccc3c(c2)OCO3)CC1	i	i	i	i	i	i	23	i	i	18	i
CC(C)COc1ccc(CSCCNC(=S)Nc2ccccc2)cc1	i	100*	i	i	i	i	22	i	i	1	i
CCCNC(=O)Nc1nccs1	i	i	i	i	i	i	-3	i	i	-1	i
N#Cc1c(-c2ccccc2)c(C#N)c2nc3ccccc3n2c1N	i	i	i	i	i	i	13	i	i	8	i
O=C(O)CSCC(=O)Nc1ccc(-c2nc3ccccc3s2)cc1	i	i	i	i	i	i	27	i	i	-17	i
CCOCCCNC(=O)C(NC(=O)c1ccc(NC(C)=O)cc1)c1ccc(OC)cc1 (centres undefined)	i	i	i	i	i	i	-1	i	i	-4	i
CN(C)S(=O)(=O)c1cccc(C(=O)NCC(C)(C)CNC(=O)c2cccc(S(=O)(=O)N(C)C)c2)c1	i	i	i	i	i	i	-5	i	i	3	i
CC(C)(C)c1ccc(OCCC(=O)NC2=NCCS2)cc1	i	i	i	i	i	i	37	i	i	7	i
Cc1ccc(SCCNC(=S)Nc2cc(C)ccc2C)cc1	i	i	i	i	i	i	29	i	i	-2	i
COc1ccccc1N(CC(=O)NC1CC2CCC1C2)S(=O)(=O)c1ccc(C)cc1 (centres undefined)	i	i	i	i	i	i	30	i	i	13	i
Cc1ccc(Cn2nnnc2CN2CCC(O)(c3cccnc3)CC2)cc1	i	i	i	i	i	i	-9	i	i	0	i
COc1ccc(NC(=O)CN(C)S(=O)(=O)c2ccc3[nH]c(=O)oc3c2)cc1	i	i	i	i	i	i	4	i	i	5	i
CCn1ccc(=N)cc1	i	i	i	i	i	i	6	i	i	-7	i
Cn1cnc2c1c(=O)n(Cc1c(Cl)cccc1Cl)c(=O)n2C	i	i	i	i	i	i	-6	i	i	3	i
COC(=O)CCC(=O)N(C)CC1CCCN(CCc2cccc(C(F)(F)F)c2)C1 (centres undefined)	i	i	i	i	i	i	-2	i	i	-4	i
O=C(Cn1cccc1C(=O)c1ccccc1)NCCc1ccccc1	i	i	i	i	i	i	-2	i	i	7	i
N#CCOc1coc(CN2CCN(c3ccccc3)CC2)cc1=O	i	i	i	i	i	i	6	i	i	-7	i
O=C(O)c1cccc(Oc2ccc([N+](=O)[O-])cc2)c1	i	i	i	nt	nt	nt	nt	i	nt	-10	i
Cc1ccc(S(=O)(=O)NC2CCCC(C(=O)O)C2)cc1 (centres undefined)	i	i	i	i	i	i	-2	i	i	-2	i
O=C(CSc1ccc([N+](=O)[O-])cn1)Nc1cc(C(F)(F)F)ccc1N1CCOCC1	i	i	i	i	i	i	11	i	i	6	i
Cc1cc(C(=O)O)n(C(C)(C)C)n1	i	i	i	i	i	i	-2	i	i	-2	i
O=C(Cc1ccc([N+](=O)[O-])cc1)N1CCc2ccccc2C1	i	i	i	i	i	i	-5	i	i	-1	i
O=C(CCC(=O)Nc1nnc(C2CCCCC2)s1)NCC1CCCO1 (centres undefined)	i	i	i	i	i	i	5	i	i	0	i
Nc1nnc(SCC(=O)OCc2ccc(F)cc2)s1	i	i	i	i	i	i	2	i	i	7	i

MrgX1 agonist, entries above that show a hit.
| compound | TMEM16A act | MrgX1 agonist | TRPC6 act | RGS4 inh | HDAC3 inh | MrgX1 antag |
| --- | --- | --- | --- | --- | --- | --- |
| NS(=O)(=O)c1cc(C(=O)NC2CCSc3ccccc32)ccc1Cl (centres undefined) | i | 62* | 13* | i | -1 | i |

Carrying on:
SMILES	TMEM16A act	ANO1 block	MrgX1 agonist	TRPC6 act	RGS4 inh	TRPC6 inhibitor	SKKanGAS inh	MrgX1 PAM	RGS4 act	HDAC3 inh	MrgX1 antag
O=C(Cn1c2c(c(-c3ccccc3)cc1=O)CCCC2)N1CCCCCC1	i	i	i	i	i	i	1	i	i	10	i
O=C(Nc1ccc(Br)cc1)c1ccc(F)c(S(=O)(=O)N2CCN(c3ccccn3)CC2)c1	i	25*	i	i	i	i	33	i	i	1	i
O=C(CCl)Nc1nc(-c2ccco2)c(-c2ccco2)s1	i	i	i	i	5.8*	i	7	i	i	5	i
O=C(Nc1ccc2c(c1)OCO2)C1CCCN(S(=O)(=O)c2cccs2)C1 (centres undefined)	i	i	i	i	i	i	1	i	i	-2	i
O=C(O)c1ccc(/C=N/Nc2nnnn2-c2ccccc2)cc1	i	i	i	i	i	i	-2	i	i	1	i
COc1ccc(Nc2nc(C)c(-c3ccccc3)s2)cc1	i	i	i	nt	nt	nt	nt	i	nt	-1	i
COc1ccc(N2C(=O)CC(c3ccc(OC(C)C)cc3)C2=O)cc1 (centres undefined)	i	i	i	i	i	i	-5	i	i	3	i
CCn1c(/C(C#N)=C(\O)CCc2ccccc2)nc2ccccc21	i	i	i	i	i	i	-5	i	i	-4	i
O=C(NCC(c1cccs1)N1CCOCC1)C1CCN(S(=O)(=O)c2cccc(C(F)(F)F)c2)CC1 (centres undefined)	i	i	i	i	i	i	nt	i	i	nt	i
CCN(CC(=O)NCc1cccs1)C(=O)C1CC(=O)N(c2ccc(OC)cc2OC)C1 (centres undefined)	i	i	i	i	i	i	-5	i	i	0	-4.8*
NC(=O)COc1cccc2cccnc12	i	i	i	i	i	i	-9	i	i	6	i
Cc1ccc(N2C(=O)C3C(C2=O)C2C=CC3C23CC3)cc1 (centres undefined)	i	i	i	i	i	i	nt	i	i	-13	i
CC(C)(C)CC(=O)Nc1nn[nH]n1	i	i	i	i	i	i	5	i	i	-3	i
S=C1N(c2ccccc2)C(c2ccc(Cl)cc2)N2CCCN12 (centres undefined)	i	i	i	i	i	-8.7*	6	i	-7.2*	-1	i
CCOC(=O)c1cc(C#N)c(Oc2ccccc2OC)nc1-c1ccccc1	i	i	i	i	i	i	12	i	i	16	i
O=C(CCN1CCCCC1c1cccnc1)NCc1ccccc1 (centres undefined)	i	i	i	i	i	i	3	i	i	3	i
CCN(CC)CCN1C(=O)C(=O)/C(=C(/O)c2cccc(OC)c2)C1c1ccccn1 (centres undefined)	i	i	i	i	i	i	-4	i	i	5	i
CC1CCC(NC(=O)CN(C)S(=O)(=O)c2ccc3c(c2)c(=O)n(C)c(=O)n3C)CC1 (centres undefined)	i	i	i	i	i	i	-1	i	i	0	i
COc1ccc(NC(=O)c2cccc(S(=O)(=O)N3CCCCC3)c2)c(OC)c1	i	i	i	i	i	i	-2	i	i	0	i
c1ccc(-n2c3ccccc3c3ccccc32)cc1	i	i	i	i	i	i	58*	i	i	3	i
COc1ccc(CCNC(=O)CCNC(=O)c2ccc(Cl)cc2)cc1OC	i	i	i	i	i	i	-7	i	i	-1	i
O=C(c1ccc(F)cc1)c1c[nH]c(C(=O)NCCCN2CCOCC2)c1	i	i	i	i	i	i	5	i	i	-1	i
Cc1ccc(S(=O)(=O)Cc2ccc(C(=O)NCCCN3CCN(C)CC3)o2)cc1	i	i	i	i	i	i	-3	i	i	-6	i
COC(=O)Oc1ccc(/C=N/NC(=O)CSCc2ccccc2Br)cc1OC	i	i	i	i	i	i	-1	i	i	-5	i
Cc1ccc(S(=O)(=O)Nc2ccc(N3CCCCC3)cc2)cc1	i	i	i	i	i	i	-4	i	i	-5	i

Molecules from the list above that contain a furan ring, fused or not:
SMILES	TMEM16A act	ANO1 block	MrgX1 agonist	TRPC6 act	RGS4 inh	TRPC6 inhibitor	SKKanGAS inh	MrgX1 PAM	RGS4 act	HDAC3 inh	MrgX1 antag
O=C(CCl)Nc1nc(-c2ccco2)c(-c2ccco2)s1	i	i	i	i	5.8*	i	7	i	i	5	i
Cc1ccc(S(=O)(=O)Cc2ccc(C(=O)NCCCN3CCN(C)CC3)o2)cc1	i	i	i	i	i	i	-3	i	i	-6	i

Continued.
SMILES	TMEM16A act	ANO1 block	MrgX1 agonist	TRPC6 act	RGS4 inh	TRPC6 inhibitor	SKKanGAS inh	MrgX1 PAM	RGS4 act	HDAC3 inh	MrgX1 antag
CCOC(=O)Cn1c2ccccc2n2nc(CCC(=O)O)c(=O)nc12	i	i	i	i	i	i	-2	i	i	-27	i
Cc1cccc(NC(=O)NNC(=O)c2ccc(C)c([N+](=O)[O-])c2)c1	i	i	i	i	i	i	7	i	i	7	i
CCOC(=O)c1nn(-c2ccc(F)cc2)c2nc(CC(C)C)c(C#N)c(=O)n12	i	i	i	i	i	i	-6	i	i	-3	i
CCN(CC)c1ccc(/C=N/n2c(C)nc3ccccc3c2=O)cc1	i	i	i	i	i	i	13	i	i	-4	i
COC(=O)c1cc(-c2ccc(F)cc2)n(-c2ccccc2)n1	i	i	i	i	i	i	5	i	i	-2	i
CC(Nc1nc(Nc2ccc(F)cc2)nc(SCC(N)=O)n1)c1ccccc1 (centres undefined)	i	i	i	i	i	i	-13	i	i	0	i
CN1CCN(c2ccc(Cl)cc2NC(=O)CN2C(=O)NC(C)(c3ccccc3)C2=O)CC1 (centres undefined)	i	i	i	i	i	i	4	i	i	-3	-4.5*
COc1cccc(CNS(=O)(=O)c2cc3c4c(c2)CCN4C(=O)CC3)c1	i	i	i	i	i	i	8	i	i	-10	i
Cc1ccc(NC(=O)CNC(=O)c2cccs2)nc1	i	i	i	i	i	i	-7	i	i	0	i
CC(N)c1ccc(Cl)cc1Cl (centres undefined)	i	i	i	i	i	i	1	i	i	-2	i
COc1ccc(NC(C)=O)cc1CP(=O)(c1ccccc1)c1ccccc1	i	i	i	i	i	i	-2	i	i	-10	i
CC(=O)Nc1ccc(N(C(=O)CNC(=O)c2ccco2)C(C(=O)NCc2ccco2)c2ccccc2)cc1 (centres undefined)	i	i	i	i	i	i	2	i	i	-2	i
O=c1c2c([nH]c3ccccc13)CCCCCC2	i	25*	i	i	i	i	-1	i	i	2	i
O=C(c1ccc(F)cc1)C1CCN(Cc2cn[nH]c2-c2ccccc2)CC1	i	i	i	i	i	i	-1	i	i	6	i
CC(C)CC1Nc2ncnc(N3CCN(c4ccccc4)CC3)c2N(Cc2ccc(Cl)cc2)C1=O (centres undefined)	i	i	i	i	i	i	11	i	i	7	i
